Compound activity: PubChem BioAssay, The Scripps Research Institute Molecular Screening Center
FBW7 activator: activators of human E3 ligase FBW7 | AlphaScreen FBW7–phospho-cyclin E peptide binding, activator screen | AID 1259310 | 650,000 tested, 0.13% active | normalized activity (activation), % at 26.1 µM; in the data active means normalized activity above about 1.9%;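 further: purified mutant Fbw7 with reduced substrate affinity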
MITF inh: blocks human microphthalmia-associated transcription factor. AlphaScreen MITF homodimerization, bead proximity signal. inhibition, % at 2.6 µM. 650,000 tested, 0.91% active. AID 1259374. O75030; in the data active means inhibition above about 50%;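 further: 0% = vehicle wells with protein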
Target sequence (O75030 whole entry, looked up): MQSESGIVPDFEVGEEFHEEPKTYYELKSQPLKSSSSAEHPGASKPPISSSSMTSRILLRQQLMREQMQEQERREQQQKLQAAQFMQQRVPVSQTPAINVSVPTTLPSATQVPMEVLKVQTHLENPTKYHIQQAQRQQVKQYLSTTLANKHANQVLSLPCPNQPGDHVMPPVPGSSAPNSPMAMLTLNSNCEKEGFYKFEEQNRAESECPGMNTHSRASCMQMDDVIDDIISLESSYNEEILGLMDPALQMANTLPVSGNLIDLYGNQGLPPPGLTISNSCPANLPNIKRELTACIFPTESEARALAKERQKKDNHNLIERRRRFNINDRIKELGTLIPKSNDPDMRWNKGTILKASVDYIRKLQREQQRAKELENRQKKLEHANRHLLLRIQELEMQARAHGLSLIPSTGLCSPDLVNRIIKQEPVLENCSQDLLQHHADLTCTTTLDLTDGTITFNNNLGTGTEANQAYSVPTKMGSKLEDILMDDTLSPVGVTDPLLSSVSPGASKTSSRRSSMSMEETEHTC
GPR151 ag: human GPR151 activation. PathHunter beta-arrestin GPR151 cells, luminescence. 650,000 tested, 1% active. Q8TDV0. activation, % at 11.2 µM. AID 1508602; in the data active means activation above about 4.9%;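 further: 0% = median of compound wells and 100% = cells with positive control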
Target sequence (Q8TDV0 whole entry, looked up): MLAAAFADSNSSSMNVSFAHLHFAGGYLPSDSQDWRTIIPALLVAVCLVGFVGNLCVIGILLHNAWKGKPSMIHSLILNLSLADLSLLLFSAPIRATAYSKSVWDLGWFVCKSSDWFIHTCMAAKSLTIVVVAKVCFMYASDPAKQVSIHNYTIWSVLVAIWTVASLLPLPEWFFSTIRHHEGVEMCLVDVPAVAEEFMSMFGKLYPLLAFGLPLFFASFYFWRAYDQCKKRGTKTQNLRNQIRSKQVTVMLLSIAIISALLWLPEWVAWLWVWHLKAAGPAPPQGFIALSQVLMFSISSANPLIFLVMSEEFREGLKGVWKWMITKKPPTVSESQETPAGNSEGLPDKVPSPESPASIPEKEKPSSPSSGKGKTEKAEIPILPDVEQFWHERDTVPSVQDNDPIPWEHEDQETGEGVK
TEAD-YAP inh: TEAD-YAP interaction inhibition; AID 1259422; HEK-TIYL cells, TEAD-Gal4/YAP UAS-luciferase luminescence; 640,000 tested, 1.4% active; inhibition, % at 9.12 µM; in the data active means inhibition above about 32%;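 further: 0% = median of test compound wells and 100% = reference inhibitor wells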
Starred values were filed as active, the others as inactive.

Value order – FBW7 activator, GPR151 ag, TEAD-YAP inh, MITF inh
O=[N+]([O-])c1ccc(C2COC(c3ccc(Cl)cc3)O2)cc1 (configuration not stated)
    -0.1, 0.6, 11, 17
CSc1ccc(C2C(C(=O)Nc3ccc(C)cc3C)=C(C)Nc3ncnn32)cc1 (configuration not stated)
    1.6, -0.4, 2, 0
CCOc1ccc(C(=O)N2CCN(c3ccc([N+](=O)[O-])cc3Cl)CC2)cc1
    0.1, 1.3, 2, 23
CS(=O)(=O)N(CC(N)=O)c1ccc(Oc2ccccc2)cc1
    0.0, -0.2, 5, 1
O=C(Cn1[nH]c(=O)c2ccccc2c1=O)NC1CCCc2ccccc21 (configuration not stated)
    0.7, -1.6, -1, 8
Cc1c(C#N)c(N)nc2c3c(sc12)NC(=O)CC3c1ccc(Cl)cc1 (configuration not stated)
    0.1, 1.3, -8, 9
O=C1NC(=S)N/C1=C/c1ccc(-c2cccc(Cl)c2)o1
    0.1, -0.8, -35, 0
CCCN1C(=O)C2C(C(=O)Nc3ccc(OC)cc3)C3C=CC2(O3)C1C(=O)NC1CCCCC1 (configuration not stated)
    -0.1, -0.1, -3, -6
Cc1ccc(NS(=O)(=O)c2ccc3c(c2)CCN3C(=O)CCC(=O)O)cc1F
    1.1, -1.4, -3, 9
CCOC(=O)c1c(NC(=O)c2ccc([N+](=O)[O-])c(C)c2)sc(C(=O)N(CC)CC)c1C
    0.1, 0.5, -2, 13
COc1ccc(NC(=O)c2c(NC(C)=O)sc3c2CCC3)cc1
    0.1, -1.3, 10, 25
COc1ccc(Cl)cc1NC(=O)c1c(NCc2cccnc2)sc2c1CCCCC2
    0.6, 0.4, -1, -1
CCOC(=O)c1cnc2ccc(C(=O)OC)cc2c1Nc1ccc2c(c1)OCCO2
    0.0, 1.2, -5, 10
O=C(Nc1ccc2c(c1)OCCO2)c1ccc(N2CC3CC(C2)c2cccc(=O)n2C3)c(NC(=O)c2cccs2)c1 (configuration not stated)
    -0.1, -0.2, -11, -12
Cc1ccccc1C(=O)Nc1ccc2oc(-c3ccc(F)cc3F)nc2c1
    0.0, 1.3, -14, -71
CNC(=S)Nc1cc(C(=O)O)ccc1C
    0.6, 1.1, -7, -3
CCOc1ccccc1C1NC(=S)NC(C)=C1C(=O)OCCc1ccccc1 (configuration not stated)
    0.0, -1.2, 4, 8
Nc1cc(N2CCC(N3CCOCC3)CC2)ncn1
    -0.1, 0.3, -10, -10
CNc1nc2c(C)cccn2c(=O)c1C=NCCO
    0.0, -0.6, -1, -26
COc1ccc(/C=C2\C=C(c3ccccc3)N(c3ccc(C)cc3Br)C2=O)cc1
    0.2, -1.4, 47*, 1
C=CCSC1=C(C#N)C(c2ccc(Cl)cc2)CC(=O)N1 (configuration not stated)
    0.0, 0.8, 1, 12
CC(C)n1nnnc1SCC(=O)NNC(=O)C1CCCCC1
    0.0, -0.9, 3, 4
CC(C(=O)N1CCCC1)C1Sc2ccccc2N(Cc2ccc(F)cc2)C1=O (configuration not stated)
    -0.5, 0.2, 11, 4
CC1(C)C2CCC1(C)C(NC(=O)c1cc(=O)[nH]c3ccccc13)C2 (configuration not stated)
    0.0, -2.5, 1, 0
CCc1ccc(NC(=O)N[C@H]2C[C@H]3C(=O)N[C@@H](CO)C(=O)N3C2)cc1
    0.0, -0.6, 1, -1
CCN(CC)C(=O)C1CCCN(c2ccc(-n3cc(CC(=O)Nc4cc(OC)c(OC)c(OC)c4)c4ccccc43)nn2)C1 (configuration not stated)
    0.1, 1.2, 7, 9
CN(C)S(=O)(=O)c1cccc(C(=O)Nc2nncs2)c1
    0.1, 2.3, 11, -9
COc1ccc(CCn2nnnc2C(c2ccc(C)cc2)N2CCN(C)CC2)cc1OC (configuration not stated)
    -0.2, 0.0, 2, -1
COc1cc(C(=O)NC(CCSC)C(=O)O)cc(OC)c1OC (configuration not stated)
    0.0, 1.0, 4, 6
Cc1ccc2c(CN3CC(C)OC(C)C3)cc(=O)oc2c1C (configuration not stated)
    0.0, -1.6, -9, 3
O=C(Nc1ccc(N2CCCCC2)cc1)C(Cl)Cl
    -0.2, 1.8, -35, 3
Cc1cc(C)nc(/N=C(\N)Nc2ccc(C)c(C)c2)n1
    0.4, 0.0, 7, 9
CCSc1ccc(-c2cnc(Nc3ccc(OC)cc3)c3nccn23)cc1
    0.3, 0.5, 4, -6
C=CCN1C(=O)/C(=C/c2cc(Cl)c(OS(C)(=O)=O)c(OC)c2)SC1=S
    -0.1, -0.3, 8, 7
CCCCNC(=O)C1CC(=O)N(CCc2ccc(C)cc2)C1 (configuration not stated)
    -0.1, 3.3, -1, 2
CCOc1ccccc1NC(=O)c1ccccc1SC
    -0.1, -1.4, -2, -8
O=C1CCCC2=C1C(c1ccc(OC(F)F)cc1)n1ncnc1N2 (configuration not stated)
    -0.1, -1.1, 6, 9
Cc1ccccc1-c1nnc(CN2CCN(Cc3ccccc3)CC2)o1
    -0.3, 1.3, 8, -4
Cc1c(C(=O)NCc2ccc(F)cc2)sc2ncn(CC(=O)N3CCCCC3)c(=O)c12
    0.0, -1.8, -5, 9
Cc1ccc(Nc2c([N+](=O)[O-])c(=O)oc3ccccc23)cc1
    0.4, -0.1, -1, 10

Profiles as entered above. Order of screens: FBW7 activator | GPR151 ag | TEAD-YAP inh | MITF inh
`CCCCNC(=O)C1CC(=O)N(CCc2ccc(C)cc2)C1` (configuration not stated) across the screens: -0.1 | 3.3 | -1 | 2
`CCCN1C(=O)C2C(C(=O)Nc3ccc(OC)cc3)C3C=CC2(O3)C1C(=O)NC1CCCCC1` (configuration not stated) across the screens: -0.1 | -0.1 | -3 | -6
`Nc1cc(N2CCC(N3CCOCC3)CC2)ncn1` across the screens: -0.1 | 0.3 | -10 | -10
`CCOc1ccc(C(=O)N2CCN(c3ccc([N+](=O)[O-])cc3Cl)CC2)cc1` across the screens: 0.1 | 1.3 | 2 | 23
`C=CCSC1=C(C#N)C(c2ccc(Cl)cc2)CC(=O)N1` (configuration not stated) across the screens: 0.0 | 0.8 | 1 | 12

Next section.
Value order – FBW7 activator, GPR151 ag, TEAD-YAP inh, MITF inh
Cc1ccc(-c2csc(/C(C#N)=C/c3ccco3)n2)c(C)c1
    0.1, -0.4, -2, 5
O=C(CN(C(=O)CNC(=O)c1cccs1)c1ccc2c(c1)OCCO2)NC1CCCC1
    -0.1, -0.9, 0, 10
Nc1ncnc(NNC(=O)CNC(=O)Cc2ccccc2)c1[N+](=O)[O-]
    -1.1, 0.3, -11, -3
CC(=O)Nc1ccc(Nc2nc(-c3ccc(C(N)=O)cc3)nc3c2ncn3Cc2ccc(C(F)(F)F)cc2)cc1
    0.0, 3.6, 6, 6
COc1ccc(OC)c(-c2csc3nnc(SCC(=O)N4CCCCC4)n23)c1
    0.2, 0.2, -9, -10
O=C(CN1CCC(N2CCCCC2)CC1)Nc1ccccc1O
    0.2, 5.7*, 2, 52*
Cc1ccc(NC(=S)N(Cc2ccccc2)Cc2cccnc2)cc1C
    -0.2, 2.3, 0, -2
CCOc1cc(C2C3=C(CCCC3=O)N(C)C3=C2C(=O)CCC3)cc(Cl)c1O
    0.1, -0.4, -1, 17
O=C(NCCC1=CCCCC1)C(=O)NCC1OCCCN1S(=O)(=O)c1ccccc1 (configuration not stated)
    0.0, 0.3, 6, 10
O=C1NC(=O)N(c2ccc3c(c2)OCO3)C(=O)/C1=C/c1ccc(O)c(Cl)c1
    -0.3, -0.9, 2, 1
Cc1c(C(=O)Nc2ccc(-n3cnnn3)cc2)oc2ccccc12
    -0.1, -0.1, -1, 0
O=C1OC(C(=O)Nc2ccc(Cl)cc2)Cc2ccccc21 (configuration not stated)
    -0.1, -0.4, -55, 3
CS(=O)(=O)Nc1cc(C(F)(F)F)ccc1Cl
    -0.2, -0.6, -8, 2
O=C(Cn1cccn1)Nc1ccc(N2CCOCC2)cc1
    0.1, -2.5, 6, 10
CCCc1nc(NCCOC)c2nnn(Cc3ccccc3)c2n1
    0.1, -1.1, -2, -5
CS(=O)(=O)Nc1ccccc1Oc1ccccc1
    -0.2, 7.9*, -1, 2
COc1ccc(C2NC(=O)NC(C)=C2C(=O)OCC2CCCO2)cc1 (configuration not stated)
    0.0, 1.3, -1, 4
COc1ccc(NC(=O)CSc2cn(CC(=O)N3CCC(C)CC3)c3ccccc23)c(OC)c1
    0.2, -0.7, 4, 15
CN1CCN(c2ccc(-c3ncc(C(=O)Nc4ccccc4)s3)cc2)CC1
    0.3, -2.0, -59, 7
S=c1[nH]ncn1/N=C/c1cccc(Oc2ccccc2)c1
    -0.1, -0.8, 8, 0
COc1ccc(-c2[nH]nc3oc(=O)c(CCO)c(C)c23)cc1
    -0.4, 0.5, -1, -6
Cc1ccc(/C=C2\SC(=S)N(CCC(=O)N3CCCC3)C2=O)cc1
    -0.1, -1.2, 1, 14
Cc1ccccc1-c1ocnc1C(=O)N1CCN(CCn2c(C)ccc2C)CC1
    -0.1, -0.3, 10, 1
CCC(=O)N1CCN(c2cc(N3CCCCC3)c(F)cc2[N+](=O)[O-])CC1
    1.1, -0.1, 8, 11
Cc1cc(=O)[nH]c(SCCOc2ccccc2C)n1
    0.6, -1.7, -22, 8
Cc1cccc(N2C(N)=C(C#N)C(c3cccc([N+](=O)[O-])c3)C3=C2CC(C)(C)CC3=O)c1 (configuration not stated)
    -0.1, 0.7, -14, 12
O=c1[nH]nc(-c2cccs2)n1-c1cccnc1
    0.1, -0.5, -1, 6
Cc1cc(N(CCO)CCO)ccc1N=Nc1ccc(F)cc1
    -0.9, 0.6, -84, -4
Cc1ccc(NC(=O)CN(c2cccc(Cl)c2Cl)S(C)(=O)=O)cc1
    0.1, -0.7, 5, 0
CCn1c(SCC(C)=O)nc2c1c(=O)[nH]c(=O)n2C
    0.1, 0.0, 0, 16
Cc1sc2c(c1C)c(=O)nc1scc(CC(=O)NCCO)n12
    0.1, 0.4, -7, -8
Cc1ccc(C(=O)N2CCc3ccccc32)o1
    -0.2, -8.4, 21, -5
O=S(=O)(Nc1ccc(Cl)cc1)c1cccc(Cl)c1
    0.1, -0.3, 9, 10
O=C(COC(=O)c1cc([N+](=O)[O-])ccc1NCCO)Nc1ccc(Cl)cc1Cl
    0.3, 0.8, -4, 7
COc1ccc(OC)c(-n2c(CNC(=O)c3ccc(S(=O)(=O)N(C)C)cc3)nnc2SCC(=O)Nc2nccs2)c1
    0.2, -1.1, 2, 17
CC(CC(=O)O)CC(=O)N1CCC2(CC1)NCCc1c2[nH]c2ccc(Cl)cc12 (configuration not stated)
    -0.7, 1.6, 7, -13
Cc1ccc(CNC(=O)C2(S(=O)(=O)c3ccc(C)cc3)CC2)cc1
    0.0, 4.0, 1, 6
CC(=O)C1C(c2ccc(C(=O)O)cc2)NC(=O)NC1(O)C(F)(F)F (configuration not stated)
    0.2, 1.5, 5, 9
COc1cc(/C=C2/C(=O)NC(=O)N(c3cccc(C)c3)C2=O)cc(Br)c1OC
    -0.1, -0.4, -15, 16
COc1ccc(-c2csc3ncc(C(=O)NCCCO)c(=O)n23)cc1
    0.9, -1.3, 13, 19

3 entries from above, bar-delimited.
Compound | FBW7 activator | GPR151 ag | TEAD-YAP inh | MITF inh
Cc1ccc(/C=C2\SC(=S)N(CCC(=O)N3CCCC3)C2=O)cc1 | -0.1 | -1.2 | 1 | 14
Cc1ccccc1-c1ocnc1C(=O)N1CCN(CCn2c(C)ccc2C)CC1 | -0.1 | -0.3 | 10 | 1
CCC(=O)N1CCN(c2cc(N3CCCCC3)c(F)cc2[N+](=O)[O-])CC1 | 1.1 | -0.1 | 8 | 11

Later entries.
Value order – FBW7 activator, GPR151 ag, TEAD-YAP inh, MITF inh
CCNc1nc(Nc2ccc3c(c2)OCO3)c2ncn(Cc3ccc(C(F)(F)F)cc3)c2n1
    0.4, -1.4, -2, 12
COc1cccc(N(C(C)=O)C2=C(Cl)C(=O)c3ccccc3C2=O)c1
    -0.2, -1.6, 15, 17
O=C(c1ccc([N+](=O)[O-])o1)N1CCc2ccccc21
    0.9, -1.4, 6, 20
COc1cccc2cc(-c3nnc(Nc4c(F)cccc4F)s3)c(=O)oc12
    0.0, 2.5, -26, -12
COc1cc(NS(=O)(=O)c2ccc3[nH]c4c(c3c2)CCCC4)cc(OC)c1OC
    0.2, 1.1, 55*, 6
CC(C)C(O)(C#CCN(CCO)CCO)c1ccccc1 (configuration not stated)
    0.0, 0.7, 2, -11
O=C(NCCN1CCOCC1)c1csc(N2CCc3ccccc3C2)n1
    0.0, -0.9, 8, 13
O=C(N=Nc1c(O)[nH]c(=O)[nH]c1=O)c1cc(Cl)ccc1O
    -0.3, 0.1, -4, 18
